Assay outcomes deposited in PubChem by National Center for Advancing Translational Sciences (NCATS).
UbGFP stabilizer – ubiquitin-GFP accumulation via proteasome inhibition. Ubiquitin-GFP reporter cells, proteasome inhibition, GFP fluorescence; response scale: untreated = 0%, 10 µM MG-132 = 100%. Potency, µM (doses to about 45.9 µM), for inactives: top-dose activation (GFP accumulation), actives largely listed as activators. 67,000 tested, under 10 active. AID 526; active = well fitted activation curve with a large enough effect, not every such curve was filed as active; inconclusive = small, poorly fitted or top-dose-only effect, or another doubt; inactive = no such curve, though single readings can be large or run the other way; note: potency is the fitted concentration of half-maximal effect
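U2OS cells expressing ubiquitin(G76V)-GFP, seeded overnight in 0.5% FBS medium, then treated 4 hr at 37 C across 46 uM to 2.9 nM. GFP-positive cells counted by laser cytometry (488 ex/515 em); %activity scaled between basal and 10 uM MG-132.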
4MU fluor – 4-MU region autofluorescence; compound autofluorescence, 340/450 nm, 4-MU equivalents; active compounds read high; max dye-equivalent concentration, M; 59,000 compounds, 11% hits; in the data active = max dye-equivalent concentration above about 10 nM; inconclusive = mostly about 1.1 nM to 9.6 nM
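Compounds in 100 mM Tris, pH 8.0, incubated 15 min at room temperature, then fluorescence read at 340 nm excitation/450 nm emission. Signal converted to 4-MU dye-equivalent concentration using an on-plate six-point 4-MU standard curve.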
BRCT PPI green – BRCA1 BRCT-phosphoprotein interaction inhibition. P38398. BRCA1 BRCT-phosphopeptide binding, green fluorescence polarization. Potency, µM (highest dose often 76.9 µM), inactives show at the highest dose activity change, negative = inhibition, most hits filed as inhibitors. 75,000 compounds, 0.05% hits;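 note: potency is the fitted concentration of half-maximal effect; plate controls were peptide without protein for full effect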
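Fluorescence polarization: His-tagged BRCT (~35 kDa BRCA1 C-terminus, 250 nM) bound to 100 nM fluorescein-labeled phosphorylated 10-aa BACH1 peptide, pH 7.3 phosphate buffer with DTT and Tween 20. Compounds incubated 12 min at room temperature; inhibition read as lowered polarization.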
USP2a inhib – USP2a (human) protease inhibition; Potency, µM (doses to about 38.3 µM), inactives show at the highest dose activity change, negative = inhibition, usual class: inhibitors; USP2a enzymatic assay, qHTS inhibition; O75604; AID 927; 60,000 compounds, 0.1% hits;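 note: potency is the fitted concentration of half-maximal effect; nearly all actives have a fitted effect of over 60% in size; plate controls were DMSO for no effect and NEM full inhibition control for full effect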
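20 nM USP2 core + cpd, 30 min RT; add 20 nM Ub-PLA2/20 uM NBD C6-HPC; read Ex460/Em535 at 0 h and 2.5 h. Normalized to NEM; qHTS curve fit/classification.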
Epigenetic mod – epigenetic modulators derepressing GFP locus in mouse cells; Potency, µM (series often up to 46.1 µM), inactives show top-dose GFP derepression (activation); mouse C127i GFP locus derepression, cytometry, 30 h; AID 597; 68,000 compounds, 0.09% hits; note: % of control where 0% means no effect
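Derepression screen: silenced CMV-GFP reporter in murine C127i cells, 30 h compound incubation at 37 C, washed cells imaged by laser-scanning cytometer to enumerate GFP-expressing objects of 20 to 120 um.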
Fluorescein autfl – compound fluoresces in the fluorescein spectral region; 59,000 compounds, 0.91% hits; Compound autofluorescence, 480/540 nm, fluorescein-equivalent; active compounds read high; max fluorescein-equivalent concentration, M; in the data active = max fluorescein-equivalent concentration above about 10 nM; inconclusive = between about 1.1 nM and that limit
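Autofluorescence profiling; 100 mM Tris, pH 8.0; incubation 15 min at RT; ex/em 480/540 nm; result as fluorescein-equivalent concentration.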
A350 autofl – A350 region autofluorescence | Compound autofluorescence, 340/450 nm, Alexa 350 dye-equivalents; active compounds read high | max dye-equivalent concentration, M | 59,000 compounds, 11% hits | AID 590; in the data active = max dye-equivalent concentration above about 10 nM; inconclusive = mostly about 1.1 nM to 9.6 nM
Casp1 inh – blocks human caspase-1 allosterically or competitively | P29466 | Caspase-1 enzyme, Ac-WEHD-AFC fluorogenic rate | Potency, µM (titrated, usually from 57.5 µM), without a hit: at the top dose activity change, negative = inhibition, most hits filed as inhibitors | 75,000 compounds, 0.03% hits | AID 900;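 note: potency is the fitted concentration of half-maximal effect; plate controls were vehicle for no effect and no substrate for full effect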
Target sequence (P29466 120-297 limits assumed): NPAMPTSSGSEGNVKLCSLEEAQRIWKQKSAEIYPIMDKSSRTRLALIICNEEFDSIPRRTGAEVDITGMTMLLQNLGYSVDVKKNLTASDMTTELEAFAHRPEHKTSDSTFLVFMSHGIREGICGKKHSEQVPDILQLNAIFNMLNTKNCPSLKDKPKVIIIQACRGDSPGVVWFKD
Target sequence (P29466 317-404 limits assumed): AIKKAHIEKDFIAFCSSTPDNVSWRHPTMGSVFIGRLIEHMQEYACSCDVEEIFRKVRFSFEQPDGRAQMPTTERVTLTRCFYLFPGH
HEK293 cAMP cs – parental HEK293 cAMP activation (counter-screen). parental HEK293 CNG cAMP sensor, membrane potential fluorescence. Potency, µM (titrated, usually from 57.1 µM), inactives show at the top dose activation, actives largely listed as activators. 73,000 compounds, 2.5% hits. AID 938; note: potency is the fitted concentration of half-maximal effect; % of control where 0% means no effect; nearly all actives have a fitted effect of over 55% in size
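Parental HEK 293 cells stably expressing a cAMP-gated CNG channel were loaded with membrane potential dye containing 100 uM RO 20-1724 for 60 min. Compound added for 30 min; depolarization read as fluorescence intensity at 590 nm.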
Caspase-7 inhib – blocks human caspase-7 allosterically or competitively; 75,000 compounds, 0.02% hits; recombinant caspase-7, Ac-DEVD-AFC fluorescence rate; AID 889; Potency, µM (highest dose often 57.5 µM), for the others: top-dose activity change, negative = inhibition, most hits filed as inhibitors; P55210; active = well fitted inhibition curve with a large enough effect in the main read-out, with a control signal flat, not every such curve was filed as active; inconclusive = small, poorly fitted or top-dose-only effect, or a change in a side signal; note: potency is the fitted concentration of half-maximal effect; % of control where 0% means no effect
Target sequence (P55210 24-198 limits assumed): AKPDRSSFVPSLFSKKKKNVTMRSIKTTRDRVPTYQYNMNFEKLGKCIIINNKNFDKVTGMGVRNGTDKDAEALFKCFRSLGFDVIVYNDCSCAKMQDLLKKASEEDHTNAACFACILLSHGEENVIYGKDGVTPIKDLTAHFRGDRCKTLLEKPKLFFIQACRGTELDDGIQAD
Target sequence (P55210 207-303 limits assumed): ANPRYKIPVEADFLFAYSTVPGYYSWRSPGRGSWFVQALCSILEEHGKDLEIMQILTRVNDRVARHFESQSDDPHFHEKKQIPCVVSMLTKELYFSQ
BRCT PPI red – disrupts BRCA1 BRCT binding to phosphoprotein, red fluorophore readout; P38398; BRCT-phosphopeptide binding, red fluorescence polarization; Potency, µM (doses to about 76.9 µM), for inactives: at the top dose activity change, negative = inhibition, hits mostly inhibitors; 75,000 compounds, 0.03% hits; AID 892; note: % is set by controls: 0 for no effect and ±100 for the full control effect
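Rhodamine-labelled pBACH1 10-mer (100 nM) bound to BRCT domain (100 nM) at pH 7.3; compounds incubated 12 min room temperature, polarization read. Free peptide defines full inhibition; unlabelled decapeptide titrated as control.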
* marks the source's active call; other numbers are inactive results; i = inactive; ? = inconclusive; . = not tested or not shown; & = joins results of further samples; [ ] = remark or other dose. Unless noted, calls come from the whole dose curve; as a rule, active = well fitted curve in the direction sought with a large enough effect; inconclusive = small, poorly fitted or top-dose-only effect, or another doubt; inactive = no such curve, though single readings can be large; an effect the other way counts as inactive or inconclusive.

| Molecule | UbGFP stabilizer | 4MU fluor | BRCT PPI green | USP2a inhib | Epigenetic mod | Fluorescein autfl | A350 autofl | Casp1 inh | HEK293 cAMP cs | Caspase-7 inhib | BRCT PPI red |
| --- | --- | --- | --- | --- | --- | --- | --- | --- | --- | --- | --- |
| O=C1c2cccnc2C(Nc2ccc(S(=O)(=O)N3CCCCCC3)cc2)N1Cc1ccccc1 (stereo not drawn) | 0% | i | 0.4% | 39%[activator] | 5% | i | i | -3% | 14% | -4% | -1.9% |
| Cc1c(NC(=O)c2cccc(S(=O)(=O)N3CCOCC3)c2)c(=O)n(-c2ccccc2)n1C | -5% | i | -1.9% | -2% | -4% | ? | ? | 2% | 10% | 6% | 0.7% |
| Cc1cc(C(=O)Nc2ccc(N3CCOCC3)cc2)c2ccccc2n1 | 1% | i | -3.8% | 13% | -1% | ? | ? | -2% | -9% | -2% | -2.6% |
| CCC12CC3CC(C1)CC(C(=O)Nc1nn[nH]n1)(C3)C2 | 1% | i | -0.9% | -9% | -3% | i | i | 1% | 12% | 0% | 0.8% |
| COc1ccccc1-n1c(SCC(=O)NC(C)(C)C)nnc1-c1ccco1 | -2% | i | -1.1% | 0% | -1% | ? | i | 1% | 28% | 8% | -2.3% |
| CC1CCC(C(C)C)C(OC(=O)COC(=O)c2cccn2C)C1 (stereo not drawn) | -1% | i | -0.4% | -19% | -1% | ? | i | -1% | ? | -1% | -4.0% |
| Cc1ccc(OCC(=O)O)c(-n2nc3ccccc3n2)c1 | 12% | . | 0.6% | -7% | -2% | . | . | 1% | 10% | 1% | 1.9% |
| CCOC(=O)N1CCN(Cc2cccs2)CC1 | 0%[9.17 µM] | . | 1.3% | -3%[7.66 µM] | 0% | . | . | 1% | -1%[11.4 µM] | 0% | 0.4% |

Only Fluorescein autfl, for some of the entries so far:
mol | Fluorescein autfl
CCC12CC3CC(C1)CC(C(=O)Nc1nn[nH]n1)(C3)C2 | i
COc1ccccc1-n1c(SCC(=O)NC(C)(C)C)nnc1-c1ccco1 | ?

Carrying on:
| Molecule | UbGFP stabilizer | 4MU fluor | BRCT PPI green | USP2a inhib | Epigenetic mod | Fluorescein autfl | A350 autofl | Casp1 inh | HEK293 cAMP cs | Caspase-7 inhib | BRCT PPI red |
| --- | --- | --- | --- | --- | --- | --- | --- | --- | --- | --- | --- |
| N#Cc1cnn(CC2CCCCC2)c1N | -8% | . | -0.5% | -5% | 6% | . | . | -1% | 5% | -3% | 0.1% |
| CN1CCN(C(=O)C23CC4CC(CC(C4)C2)C3)CC1 | -13% | . | -2.5% | -1% | -2% | . | . | -1% | 7% | 1% | 1.6% |
| O=C(CSc1ncccn1)Nn1cnnc1 | -3% | i | -2.6% | 4% | 4% | ? | i | -1% | 11% | 1% | -0.1% |
| COc1ccc(-n2nc(C(=O)Nc3ccc4c(c3)OCO4)c3c4ccccc4n(C)c3c2=O)cc1 | 6% | 1e-08M* | -0.7% | 25% | 0% | i | 1e-08M* | -1% | 16µM* | -1% | -0.8% |
| N#Cc1c(NC(=O)CSc2ncc(-c3ccccc3)n2CC2CCCO2)sc2c1CCCC2 (stereo not drawn) | 3% | i | -2.6% | -3% | 2% | ? | i | -1% | 19% | -1% | 0.1% |
| CC(C)CO/N=C1/C[C@@H](O)[C@@H](O)[C@@H]2[C@H]3C(=O)N(c4ccc(F)cc4F)C(=O)[C@@H]3CC[C@@H]12 | . | . | -0.3%[15.4 µM] | . | . | . | . | 1%[11.5 µM] | -14%[11.4 µM] | -1%[11.5 µM] | 1.2%[15.4 µM] |
| Fc1ccc(CNc2nc(-c3ccco3)cc(C(F)(F)F)n2)cc1 | -15% | 2.8e-08M* | 17% | -2% | 2% | ? | 2.4e-08M* | -10% | ? | -13% | -1.8% |
| O=C(C(Cc1ccccc1)n1cccc1)N1CCN(c2ncccn2)CC1 (stereo not drawn) | -10% | . | -1.4% | . | -2% | . | . | -3% | 16% | -1% | 0.1% |
| CCn1c(SCCOc2ccc(Cl)cc2)nnc1-c1cccs1 | 0% | i | 1.2% | 6% | -2% | i | ? | -3% | 32µM* | -2% | -2.2% |
| CC1=C(CC[C@H](C)CO)O[C@@H]2C[C@@H]3[C@H]4CC[C@H]5C[C@@H](O)CC[C@]5(C)[C@@H]4CC(=O)[C@@]3(C)[C@@H]12 | -1%[9.17 µM] | i | -2.0%[15.4 µM] | . | 7%[9.22 µM] | i | i | 1%[11.5 µM] | -13%[11.4 µM] | 0%[11.5 µM] | 1.7%[15.4 µM] |
| CCS(=O)(=O)N1CCC(C(=O)NCc2cccs2)CC1 | 5% | i | -7.6% | -1% | 2% | i | i | 1% | 2% | 1% | -4.4% |
| O=C(O)C1C2C=CC3(O2)C1C(=O)N1c2ccccc2COC13 (stereo not drawn) | -1% | i | 0.8% | -4% | 1% | ? | i | 0% | 0% | 1% | -0.6% |
| CCN(CCCNC(=O)COc1cc(=O)n(C)c2ccccc12)c1cccc(C)c1 | -13% | i | -1.0% | 36%[activator] | -1% | i | i | -1% | 5% | -1% | 1.5% |
| N[C@H](C(=O)O)c1cccc(O)c1 | 1%&-1% | . | -3.0%&-2.4% | . | 1%&0% | . | . | 1%&-6% | 7%&-3% | 0%&-6% | -0.2%&0.0% |
| COCCn1c(=O)c(CCc2ccccc2)nc2cncnc21 | -2% | 8.3e-08M* | -0.1% | 19% | ? | i | 8.8e-08M* | -5% | 24% | -5% | 1.1% |
| CC(=O)N(Cc1ccco1)C1(C(=O)NC2CCCCC2)CCCCC1 | 4% | i | -0.2% | 6% | 1% | ? | i | 0% | ? | 0% | 0.1% |
| NS(=O)(=O)c1ccc(NC(=O)CN2CCCCC2)cc1 | 0% | i | -2.5% | 1% | -2% | i | i | -1% | 4% | 0% | 0.1% |
| CCOC(=O)N1CCN(S(=O)(=O)c2ccc(C(=O)Nc3nc4ccccc4s3)cc2)CC1 | 3% | 2.7e-08M* | -2.2% | 19% | 6% | i | 2.1e-08M* | -3% | 26% | -4% | 0.2% |
| Cc1cccc(Cn2c(N3CCN(c4ccccc4)CC3)nc3c2c(=O)n(C)c(=O)n3C)c1 | 3% | i | -0.6% | ? | 0% | i | i | -6% | ? | -1% | -0.2% |
| COc1cc(NC(=O)NCCN2CCN(c3ccc(Cl)cc3)CC2)ccc1C | -3% | i | -1.4% | 9% | -2% | ? | i | 0% | -8% | 0% | 0.5% |
| O=C(NCCCN1CCCC1=O)c1ccccc1NS(=O)(=O)c1ccc(F)cc1 | -2% | i | -0.5% | -5% | 5% | i | i | -4% | -7% | 1% | -0.3% |
| Cc1cnc(-c2nnc(N(C)C(=O)c3cccnc3)s2)cn1 | 1% | i | -2.1% | -6% | -2% | ? | ? | 0% | 1% | 10% | 0.9% |
| CCCn1c2ccccc2c2nnc(SCC(=O)OC)nc21 | 2%[9.17 µM] | . | -1.0% | 6%[7.66 µM] | 0% | . | . | -1% | 16%[11.4 µM] | 0% | -0.1% |
| CC(CCc1ccccc1)NC(=O)CSc1nnnn1C (stereo not drawn) | -6% | i | -4.3% | -2% | 1% | i | i | 0% | 8% | 2% | -2.4% |
| O=C(O)CCc1c2ccc(=O)c(O)c-2oc2c(O)c(O)ccc12 | -2%[9.17 µM] | i | ? | . | -3%[9.22 µM] | 1.1e-08M* | i | -5%[11.5 µM] | 2%[11.4 µM] | -20%[11.5 µM] | ? |
| CCCc1[nH]nc2c1C(c1ccc(OCCN3CCOCC3)c(OCC)c1)C(C#N)=C(N)O2 (stereo not drawn) | -1% | i | -1.7% | 16% | 0% | i | i | -1% | -5% | 1% | -1.6% |
| COc1ccc(C(=O)N2CCC[C@@]3(CCN(c4cccc(-c5ccccc5)c4)C3)C2)cc1 | -7% | ? | 10% | 103%[activator] | 2%[9.22 µM] | ? | ? | 0% | 14% | -3% | -0.2% |
| CC(C)c1nc2oc3c(NCC4CCCO4)ncnc3c2c2c1COC(C)(C)C2 (stereo not drawn) | 19% | ? | 1.1% | 3% | 0% | i | ? | 0% | -2% | 3% | -1.3% |
| O=C(COC(=O)c1ccccn1)Nc1ccccc1Cl | 1% | i | 0.6% | 3% | -1% | ? | i | -2% | 4% | -2% | -1.5% |
| CC(CN1CCCCC1)OC(=O)c1cc2ccccc2o1 (stereo not drawn) | -2% | i | 0.8% | 6% | 0% | ? | ? | 2% | 27% | 2% | -0.6% |

One compound at a time, from the list above. Order of values: UbGFP stabilizer | 4MU fluor | BRCT PPI green | USP2a inhib | Epigenetic mod | Fluorescein autfl | A350 autofl | Casp1 inh | HEK293 cAMP cs | Caspase-7 inhib | BRCT PPI red
Shown for `O=C(O)CCc1c2ccc(=O)c(O)c-2oc2c(O)c(O)ccc12` → -2%[9.17 µM] | i | ? | . | -3%[9.22 µM] | 1.1e-08M* | i | -5%[11.5 µM] | 2%[11.4 µM] | -20%[11.5 µM] | ?
Shown for `CC(C)c1nc2oc3c(NCC4CCCO4)ncnc3c2c2c1COC(C)(C)C2` (stereo not drawn) → 19% | ? | 1.1% | 3% | 0% | i | ? | 0% | -2% | 3% | -1.3%
Shown for `CCCc1[nH]nc2c1C(c1ccc(OCCN3CCOCC3)c(OCC)c1)C(C#N)=C(N)O2` (stereo not drawn) → -1% | i | -1.7% | 16% | 0% | i | i | -1% | -5% | 1% | -1.6%

An excerpt (hit frequency here may not be typical).
